# KB-V1 MDR tox: KB-V1 MDR subline cytotoxicity; AID 1347076; Potency, µM (doses to about 46.1 µM), for the others: at the highest dose activity change, negative = cytotoxicity, most hits filed as cytotoxic; 400,000 compounds, 3.4% hits; KB-V1 MDR cells viability, CellTiter-Glo, 72 h; further: potency means the concentration at half of the fitted maximal effect; on the % scale 0 is the no-effect control and ±100 the full control effect; nearly all actives have a fitted effect of over 60% in size
#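 Following 72 h at 37 degrees C with compound, KB-V1 cell viability was read by CellTiter-Glo luminescence, medium being phenol-red-free DMEM plus 10% FBS; concentration-response parameters came from normalized, curve-fitted qHTS data.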
# DRD3 antagonist: D3 dopamine receptor (human) antagonism. P35462. D3R cells, DiscoveRx beta-arrestin luminescence, antagonist mode; hits give low values. max response, negative = inhibition, %. 360,000 compounds, 2.5% hits. AID 652054; in the data active means max response below about -50%; inconclusive means no clear call, values can overlap the other calls; further: on the % scale 0 is the no-effect control and ±100 the full control effect; mostly tested at two doses, the higher about 12 µM
# Target sequence (P35462 whole entry, looked up): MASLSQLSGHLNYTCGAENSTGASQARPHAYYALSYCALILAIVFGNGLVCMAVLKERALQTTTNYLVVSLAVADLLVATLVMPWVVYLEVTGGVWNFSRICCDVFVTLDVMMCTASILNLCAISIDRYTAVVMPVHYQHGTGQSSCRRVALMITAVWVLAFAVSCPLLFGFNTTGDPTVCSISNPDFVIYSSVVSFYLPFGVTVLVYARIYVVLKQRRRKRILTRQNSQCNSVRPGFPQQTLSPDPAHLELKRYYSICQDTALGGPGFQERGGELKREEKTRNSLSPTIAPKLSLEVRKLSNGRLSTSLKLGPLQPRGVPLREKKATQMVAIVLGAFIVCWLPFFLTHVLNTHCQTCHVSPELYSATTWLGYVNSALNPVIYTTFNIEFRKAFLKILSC
#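 Cells expressing the human receptor were seeded at 1500 cells/well, incubated overnight at 37 degrees C in 5% CO2, then exposed to library compounds with dopamine controls for 90 minutes at 37 degrees C before luminescent detection.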
# DRD3 agonist: activates the human D3 dopamine receptor. P35462. D3R DiscoveRx beta-arrestin cells, luminescence, 90 min. max activation, %. 410,000 compounds, 0.58% hits; in the data active means max activation above about 30%; further: 0% is about no effect; mostly tested at two doses, the higher about 12 µM
#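 Agonist mode: compounds and dopamine controls were applied to plated cells for 90 min at 37 degrees C after an overnight attachment at 1500 cells/well. Luminescent read-out followed 30 - 60 minutes at room temperature with DiscoveRx detection reagent.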
# SW480 rerep: inducers of DNA re-replication in SW480 colon cancer cells | Potency, µM (top dose mostly 46.1 µM), for the others: at the top dose re-replication activation, most hits filed as activators | 340,000 compounds, 1.8% hits | SW480 DNA re-replication, Hoechst DNA content imaging, 48 h; further: potency means the concentration at half of the fitted maximal effect; % of control where 0% means no effect; nearly all actives have a fitted effect of over 55% in size
#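 Hoechst fluorescence of nuclei (405 nm excitation, 500-530 nm emission) measured by plate-scanning imager after 48 hr compound exposure at 37 C; re-replication scored as increased number of nuclei with elevated intensity.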
# KB-3-1 tox: kills parental KB-3-1 adenocarcinoma cells; AID 1347075; 400,000 compounds, 1.4% hits; Potency, µM (doses to about 46.1 µM), for inactives: at the top dose activity change, negative = cytotoxic, usual class: cytotoxic; KB-3-1 viability, CellTiter-Glo ATP luminescence, 72 h; further: potency means the concentration at half of the fitted maximal effect; on the % scale 0 is the no-effect control and ±100 the full control effect; nearly all actives have a fitted effect of over 60% in size
#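 Luminescent ATP read-out (CellTiter-Glo) measures survival of drug-naive KB-3-1 cells after 72 h compound exposure at 37 °C. Titration series was screened from lowest to highest concentration, with DMSO vehicle plates as background controls.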
# HT1080NT lethal: kills 2HG-producing HT-1080-NT fibrosarcoma cells. HT-1080-NT fibrosarcoma viability, CellTiter-Glo ATP luminescence, 48 h. Potency, µM (top dose mostly 46.1 µM), inactives show at the highest dose activity, negative = less viability, most hits filed as cytotoxic. 360,000 compounds, 1.6% hits. AID 686970;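 further: NT is the 2HG producing partner of a matched IDH1 knockdown line; potency means the concentration at half of the fitted maximal effect; 0% = DMSO-treated cells and -100% = media-only wells without cells; nearly all actives have a fitted effect of over 55% in size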
#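 Fibrosarcoma NT cells, 750 per well in 5% FBS RPMI, were exposed to compound for 48 hours. Viability: CellTiter-Glo luminescence.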
# HT1080 IDH1KD tx: HT-1080 IDH1 knockdown cell toxicity (counter line); HT-1080 IDH1 knockdown viability, ATP luminescence, 48 h; AID 686971; Potency, µM (titrated, usually from 46.1 µM), inactives show at the top dose activity, negative = toxicity, hits mostly cytotoxic; 360,000 compounds, 2% hits;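 further: potency means the concentration at half of the fitted maximal effect; 0% = DMSO wells and -100% = cell-free medium wells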
#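 Using the IDH1-knockdown HT-1080 line run in the same batch and compound series as the NT line, viability after 48 h at 37 °C was determined by CellTiter-Glo luminescence and expressed as % activity.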
# IL1B secr inh: inhibitors of inflammasome signaling (IL-1 beta secretion); THP-1 LPS/ATP IL-1B secretion, AlphaLISA, 16 h; hits give low values; activity change, % at 57.5 µM; 360,000 compounds, 4.7% hits; AID 743279; in the data active means activity change below about -50%; inconclusive means mostly about -30% to -49%; further: on the % scale 0 is the no-effect control and ±100 the full control effect
#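 THP-1 cells pretreated 1 hr with compounds (up to 57.5 uM final), then stimulated with LPS (250 ng/mL final) plus ATP (1.25 mM final); secreted IL-1B measured by AlphaLISA after 16 hr, decreased signal indicating inhibition.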
# GLP1R ag: agonists of human GLP-1 receptor | HEK293 GLP-1R CRE-luciferase, luminescence, 4-6 h; cells express a hypersensitive GLP-1R form | AID 624172 | 380,000 compounds, 0.007% hits | Potency, µM (titrated, usually from 45.6 µM), inactives show at the highest dose activation, actives largely listed as activators | P43220; further: potency means the concentration at half of the fitted maximal effect; % of control where 0% means no effect
# Target sequence (P43220 whole entry, looked up): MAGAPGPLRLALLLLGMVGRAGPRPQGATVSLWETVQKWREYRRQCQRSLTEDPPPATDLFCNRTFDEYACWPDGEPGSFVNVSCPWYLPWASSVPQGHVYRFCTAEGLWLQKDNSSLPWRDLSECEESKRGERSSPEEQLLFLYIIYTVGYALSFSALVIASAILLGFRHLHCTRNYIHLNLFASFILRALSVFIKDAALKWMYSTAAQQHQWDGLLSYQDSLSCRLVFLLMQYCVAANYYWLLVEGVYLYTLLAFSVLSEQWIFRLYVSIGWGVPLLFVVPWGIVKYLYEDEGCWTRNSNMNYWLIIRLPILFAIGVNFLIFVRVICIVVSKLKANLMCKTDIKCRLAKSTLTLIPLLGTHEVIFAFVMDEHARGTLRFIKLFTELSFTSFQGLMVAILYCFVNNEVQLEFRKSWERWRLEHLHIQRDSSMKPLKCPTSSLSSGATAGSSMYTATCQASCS
# Numbers without * were called inactive; ? = inconclusive; nt = not tested or not shown; [ ] = dose if it differs, or a comment. Unless noted, the call rests on the fitted dose curve; in most records, active means well fitted curve in the direction sought with a large enough effect; inconclusive means small, poorly fitted or top-dose-only effect, or another doubt; inactive means no such curve, though single readings can be large; an effect the other way counts as inactive or inconclusive. Compounds were not picked by outcome; about 12% have a hit in one of these screens.
mol	HT1080NT lethal	HT1080 IDH1KD tx	DRD3 antagonist	IL1B secr inh	KB-3-1 tox	KB-V1 MDR tox	GLP1R ag	SW480 rerep	DRD3 agonist
CC(O)(c1ccccc1)c1nc(-c2ccc(S(C)(=O)=O)cc2)cs1 (stereo not drawn)	-1%	-2%	-22	10	-2%	-2%	18%	nt	-5
CCCn1c(=O)c2ccccc2n2c(SCCOc3ccc(C)cc3)nnc12	-1%	0%	9	14	8%	-11%	-1%	11%	2
COC(=O)[C@]12CCCCC=C1N(Cc1ccc3c(c1)OCO3)C(=O)[C@H](CC(=O)NCCCCc1ccccc1)C2	?	?	-12	-55*	-25%	16µM*	nt	nt	-5
CC1c2cc3c(cc2CCN1C(=O)c1cccc(Cl)c1)OCCCO3 (stereo not drawn)	21µM*	?	-2	20	?	5.8µM*	30%	-9%	-12
COc1ccc(S(=O)(=O)Cc2ccc(C(=O)NC3CCCC3)o2)cc1	-2%	-1%	-2	-13	-16%	-17%	6%	10%	-3
N#CCCn1nc(-c2ccc(Br)cc2)cc1Nc1ccccc1NC(=O)C(F)(F)F	?	?	72	-78*	-4%	-12%	9%	7%	20
CCOc1ccc(S(=O)(=O)N(CC(=O)NCCc2ccc(OC)c(OC)c2)c2ccccc2)cc1	nt	nt	nt	nt	11%	-30%	2%	nt	6
COc1ccc(S(=O)(=O)CC(=O)Nc2nnc(C(F)(F)F)s2)cc1	5%	15%	2	3	-12%	9%	-2%	1%	0
O=C(Nc1nc2ccc(S(=O)(=O)N3CCOCC3)cc2s1)c1cccs1	-8%	-12%	10	56	12%	0%	8%	-4%	11
O=C(CCN1C(=O)COc2ccccc21)NCCN1CCN(c2ccccc2F)CC1	16%	0%	-64*	-2	1%	-13%	0%	-7%	-18
Cc1ccc(-n2c(Cn3nc(C(F)F)cc3C(F)F)n[nH]c2=S)cc1	2%	10%	-3	9	-2%	0%	-12%	-4%	5
COc1ccc(C(NC(=O)C2CCN(CCOc3ccc(Cl)cc3Cl)CC2)c2cccs2)cc1 (stereo not drawn)	-23%	?	255	-21	?	?	-4%	nt	61*
Cc1ccc(CC(=O)NCC(C)C)cc1	7%	-1%	15	-5	-8%	17%	-17%	1%	-12
N/C(=N\OC(=O)COc1ccccc1)c1ccccn1	15%	7%	-2	-8	1%	17%	2%	18µM*	-1
CN(C(=O)c1cc(S(=O)(=O)N2CCc3ccccc32)cn1C)C1CCCCC1	-2%	-17%	-21	-3	-10%	-4%	7%	4%	-3
O=C(COC(=O)CN1C(=O)C2CC=CCC2C1=O)Nc1cccc([N+](=O)[O-])c1 (stereo not drawn)	17%	7%	0	12	11%	18%	-2%	nt	2
CC(OC(=O)c1cc2c(ccc3ccccc32)oc1=O)c1nc2ccccc2s1 (stereo not drawn)	-1%	12%	-10	23	?	-5%	-6%	-5%	-4
CCCCNC(=O)c1ccc2nc(CC)c(N(C)Cc3cccs3)n2c1	1%	0%	?	-74*	0%	0%	-3%	nt	1
COc1cc(C2(c3ccc(O)c(OC)c3)C(=O)Nc3c(Br)cc(Br)cc32)ccc1O	0%	-6%	-12	-23	-1%	2%	8%	11%	-1
Cc1cccc(/C=N/NC(=O)c2cc(-c3cccnc3)nc3ccccc23)c1	10%	20%	-19	47	28%	0%	-2%	-5%	-1

# Random excerpt: two compounds from above
mol	HT1080NT lethal	HT1080 IDH1KD tx	DRD3 antagonist	IL1B secr inh	KB-3-1 tox	KB-V1 MDR tox	GLP1R ag	SW480 rerep	DRD3 agonist
N/C(=N\OC(=O)COc1ccccc1)c1ccccn1	15%	7%	-2	-8	1%	17%	2%	18µM*	-1
Cc1cccc(/C=N/NC(=O)c2cc(-c3cccnc3)nc3ccccc23)c1	10%	20%	-19	47	28%	0%	-2%	-5%	-1

# Carrying on.
mol	HT1080NT lethal	HT1080 IDH1KD tx	DRD3 antagonist	IL1B secr inh	KB-3-1 tox	KB-V1 MDR tox	GLP1R ag	SW480 rerep	DRD3 agonist
CC(C)CCN1CCN(Cc2cccs2)CC1CCO (stereo not drawn)	-1%	17%	-24	-2	4%	0%	2%	-44%[inhibitor]	-25
O=C(c1ccco1)N1CCN(CCOc2ccccc2)CC1	9%	10%	-17	11	-3%	6%	2%	-13%	14
COc1cc2[nH]c(C)c(CCN3CCN(c4ccccc4)CC3)c2cc1OC	nt	nt	nt	nt	0%	-6%	2%	nt	-20
COCCCNC(=O)CN(CCc1ccccc1)S(=O)(=O)c1ccc(OC)cc1	10%	-4%	-9	-3	-6%	?	8%	-3%	-1
Cc1cccc(N2CCN(C(=O)c3ccoc3C)CC2)c1C	-1%	1%	7	2	?	?	-2%	8%	36*
O=C(NCCCN1CCOCC1)c1ccc(CSc2ccc(Cl)cc2)cc1	18µM*	?	9	-62*	?	?	7%	?	-14
CCCCOC(=O)C1=C(C)Nc2nnnn2C1c1ccc(OC)c(OC)c1OC (stereo not drawn)	1%	-10%	37	0	-2%	0%	13%	-6%	-2
CCC(C)(C)NC(=O)CN(C(=O)CNS(=O)(=O)c1ccccc1)c1ccccc1	3%	6%	0	?	8%	0%	-7%	2%	0
COc1ccc(C2C(C(=O)N3CCN(C)CC3)c3ccccc3C(=O)N2C2CCCCC2)cc1 (stereo not drawn)	-2%	4%	-16	4	-4%	2%	-5%	-2%	-14
O=C1CSC(c2cccc([N+](=O)[O-])c2)N1CCN1CCCCC1 (stereo not drawn)	-3%	2%	?	5	?	17%	2%	1%	0
Cc1ccc(CNC(=O)c2ccc(NC(=O)C3=CSCCO3)cc2)cc1	14%	9%	-3	-5	3%	4%	7%	-8%	-3
CCCCCCCCN1C(=O)[C@H](CC(=O)NCc2cccs2)C[C@@]2(C(=O)OC)CC(C)(C)CC=C12	?	?	42	?	?	?	nt	nt	44*
CCn1c(SCC(=O)Nc2ccccc2)nnc1-c1cccs1	1%	0%	-13	0	-4%	-39%	0%	-22%	0
COc1ccnc(CN(C)C(=O)C2CCC(=O)N(Cc3cccc(C(F)(F)F)c3)C2)c1 (stereo not drawn)	-6%	7%	18	37	-40%	-16%	-3%	0%	0
Nc1n[nH]c(C2CC2)c1N=Nc1ccc(Cl)cc1	22%	7%	21	-14	0%	2%	11%	-1%	5
CCOC(=O)CNC(=O)CNC(=O)c1nn(-c2ccc(OC)c(Cl)c2)c(=O)c2ccccc12	-3%	-3%	0	-2	?	-1%	-1%	7%	3
Cc1cccc(C)c1OCC(=O)NCC1CCCO1 (stereo not drawn)	-6%	7%	4	27	-3%	-10%	1%	-8%	4
Cc1ccc(NC(=S)Nc2cccc3cnccc23)c(C)c1	-3%	7%	7	40	3%	?	1%	-2%	-1
O=C(NCCN1CCOCC1)c1ccc(CSCc2cccc(Cl)c2)o1	10%	-1%	-5	-11	-13%	-3%	2%	4%	-13
O=C(c1ccco1)N1CCN(C(c2ccccc2Cl)c2nnnn2Cc2ccco2)CC1 (stereo not drawn)	-4%	-7%	?	-2	0%	-9%	9%	-1%	-6
CN(C)c1ccc(C(=O)N2CCN(c3cc(C(F)(F)F)nc4ccccc34)CC2)cc1	-7%	-15%	-14	-55*	-1%	-18%	25%	-5%	10
COc1cccc(OC)c1OCCCCN1CCC(Cc2ccccc2)CC1	?	?	-75*	-77*	?	?	-1%	0%	-21
COc1ccc(S(=O)(=O)N2CCC(C(=O)NCCC(=O)NCc3ccccn3)CC2)cc1	7%	5%	3	7	0%	12%	2%	nt	4
Cc1nn(-c2ccccc2)c(N)c1Sc1cccc([N+](=O)[O-])c1	?	-16%	-10	-11	5%	?	19%	-9%	0
CC1=C(C(=O)Nc2ccc(C)cc2)C(c2ccco2)NC(=O)N1 (stereo not drawn)	1%	4%	26	13	5%	?	-10%	-1%	2
O=C(NC1CCCCCCC1)c1ccccc1-c1ccccc1	12%	6%	0	-14	-1%	?	1%	-3%	2
Cc1nnc(NC(=O)C2COc3ccccc3O2)s1 (stereo not drawn)	17%	18%	6	21	6%	-5%	-27%	0%	0
COCc1cccc(-c2csc(C(C)(NC(C)=O)c3ccccc3)n2)c1 (stereo not drawn)	5%	0%	-7	-9	0%	-25%	24%	nt	-14
O=C(Nc1ccncc1)C1CCN(S(=O)(=O)c2cccc(C(F)(F)F)c2)CC1	-4%	-1%	13	19	-28%	-3%	0%	-10%	1
Cc1cccc(NC(=O)COc2ccc(/C=N\n3cnnc3)cc2)c1	8%	6%	-18	35	8%	23%	2%	-702%[inhibitor]	-12
CCc1nnc(NS(=O)(=O)c2ccc(N/C=C\C(=O)c3ccc(F)cc3)cc2)s1	4%	3%	14	34	-1%	-16%	-14%	1%	0
COc1ccc(C2NC(c3ccc(OC)cc3)C([N+](=O)[O-])C(C)(C)C2[N+](=O)[O-])cc1 (stereo not drawn)	-1%	2%	1	-20	4%	6%	5%	-14%	0
CCCC(=O)NC(=S)Nc1sc2c(c1C(N)=O)CCC2	3%	7%	?	-8	19%	4%	-1%	-3%	-4
O=[N+]([O-])c1ccc(COc2ccccc2/C=N/O)cc1	-2%	-2%	6	8	0%	-19%	12%	-1%	2
O=C1c2ccccc2C(c2nnnn2-c2ccc3c(c2)OCCO3)N1Cc1ccc(F)cc1 (stereo not drawn)	-18%	-13%	-14	42	-19%	?	3%	nt	2
CCc1ccccc1N1CSC2=C(C#N)C(c3ccccc3F)CC(=O)N2C1 (stereo not drawn)	0%	-11%	16	-18	6%	30%	1%	-2%	0
CCN(C(=O)C1CCN(S(=O)(=O)c2ccc3c(c2)oc(=O)n3C)CC1)c1cccc(C)c1	2%	3%	10	-11	-26%	-2%	1%	-6%	-7

# Bioassay records from PubChem BioAssay.
